E-sel inducer – E-selectin induction in HUVECs, primary screen, imaging, HUVEC, immunofluorescence imaging, single point; P16581; normalized: neutral wells 0, TNF-alpha wells 100; activation, % at 7.58 µM; 260,000 compounds, 0.37% hits; AID 686992, 2013;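 active = mean E-selectin-positive cell signal at least 10% of the positive control, reached in at least 60% of replicates, without over 20% cell loss; inconclusive = no rule given, readout overlaps actives, possibly toxicity-flagged; inactive = the rest, including those meeting only one limit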;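 also: in these data hits start at about 27%; measured in HUVEC primary endothelial cells; signal is the percent of cells scored E-selectin positive by PE staining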
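Read-out: % PE-positive cells | Test system: HUVEC | Doses: One compound dose added by pin transfer | Buffer or medium: EGM-2 over gelatin coat | Signal: Immunofluorescence imaging | Benchmarks: TNF-alpha, DMSO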
Cneo AK release – Cryptococcus neoformans cell lysis inducers, primary screen, AK release luminescence, single concentration; lysis activity, % at 15 µM; AID 651654, 2012; C. neoformans lysis, adenylate kinase release luminescence, 4 h; normalised: neutral wells 0, clomiphene wells 100; 360,000 compounds, 0.2% hits;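 active = mean lysis activity across replicates of at least 80%, whatever share of replicates individually reach that level; inactive = mean lysis activity below 80%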
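Test system: log-phase Cryptococcus neoformans yeast cells; Quantity: yeast cell density of 5 × 10^6 cells/mL; Buffer or medium: YPD; Doses: single compound concentration per well; Timing: 4 h at 37 °C static, read 1 h later; Measured by: AK luminescence; Read-out basis: lysis from increased AK signal; Control set: Clomiphene as positive control.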
RAD54 branch – inhibitors of human RAD54 branch migration, primary screen, biochemical, fluorescence, single point. DNA repair and recombination protein RAD54-like (Homo sapiens), Q92698. 360,000 compounds, 0.14% hits. RAD54 Holliday junction branch migration, FAM/BHQ fluorescence. inhibition, % at 10.4 µM;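 active = mean normalized replicate activity at least 40 and at least half of replicates scoring 40 or more; inconclusive = only one of the two criteria met; inactive = mean below 40 and under half of replicates reaching 40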;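 also: 0% = median of neutral control wells and 100% = median of positive control wells; inhibitors cause a drop in the FAM fluorescence signal; in these data hits start at about 50%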
Target sequence (Q92698 whole entry, looked up): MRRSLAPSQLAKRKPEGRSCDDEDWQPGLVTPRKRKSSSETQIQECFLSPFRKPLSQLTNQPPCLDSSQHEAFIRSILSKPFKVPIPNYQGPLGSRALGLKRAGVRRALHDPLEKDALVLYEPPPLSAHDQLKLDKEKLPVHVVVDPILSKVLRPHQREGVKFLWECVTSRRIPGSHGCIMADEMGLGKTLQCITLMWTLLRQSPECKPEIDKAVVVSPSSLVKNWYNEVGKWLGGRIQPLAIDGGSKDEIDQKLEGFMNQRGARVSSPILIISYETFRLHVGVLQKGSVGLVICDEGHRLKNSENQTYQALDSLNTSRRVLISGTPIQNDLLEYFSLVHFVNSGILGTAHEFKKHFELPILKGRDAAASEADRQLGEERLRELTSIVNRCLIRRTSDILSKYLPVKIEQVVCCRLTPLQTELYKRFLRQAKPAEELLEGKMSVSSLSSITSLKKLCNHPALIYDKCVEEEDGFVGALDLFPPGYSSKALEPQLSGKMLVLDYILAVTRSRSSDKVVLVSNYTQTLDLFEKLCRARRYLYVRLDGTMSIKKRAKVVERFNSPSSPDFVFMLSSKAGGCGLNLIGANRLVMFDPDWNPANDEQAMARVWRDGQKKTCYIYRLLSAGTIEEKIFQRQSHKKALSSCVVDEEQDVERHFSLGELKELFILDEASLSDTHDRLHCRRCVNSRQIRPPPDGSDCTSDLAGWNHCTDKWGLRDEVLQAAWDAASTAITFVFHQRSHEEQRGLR
PglD inh – C. jejuni PglD acetyltransferase inhibitors, primary screen, biochemical, DTNB colorimetric, single point | UDP-N-acetylbacillosamine N-acetyltransferase PglD (Campylobacter jejuni) | purified PglD enzyme, DTNB colorimetric CoA detection | inhibition, % at 12.5 µM | 360,000 compounds, 0.098% hits | AID 602405, 2012; in the data active = inhibition above about 16%, passing the limit was not always enough; inconclusive = no clear call, values can overlap the other calls; also: strong numbers were not always called active
miR122 inh – miR-122 Renilla sensor signal increase in Huh7, primary screen, miR-122 inhibitor project, cell-based, single point, plate reader. Huh7 miR-122 Renilla luciferase sensor, 48 h; neutral wells = 0, positive control = 100. activation (reporter increase), % at 12.5 µM. 340,000 compounds, 0.3% hits;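 active = mean replicate activation score at least 90 and every replicate individually at or above 90; inconclusive = only one of the two criteria met; inactive = neither criterion met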;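 also: higher luciferase means less miR-122 activity so hits act as miR-122 inhibitors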
RAD52 anneal inh – RAD52 DNA annealing inhibitors, primary screen, biochemical, FRET, single point, set 2; DNA repair protein RAD52 homolog (Homo sapiens), P43351; recombinant RAD52 DNA annealing, FRET fluorescence; inhibition, % at 18.7 µM; 360,000 compounds, 0.46% hits;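 active = every replicate showing at least 50% inhibition; inconclusive = mean inhibition at least 50% but not in every replicate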
ERAP1 HTS inh – human ERAP1 aminopeptidase inhibitors, primary screen, biochemical, single point, plate reader. Endoplasmic reticulum aminopeptidase 1 (Homo sapiens), Q9NZ08. recombinant ERAP1, Leu-AMC fluorescence, 60 min. inhibition, % at 10.7 µM. 340,000 compounds, 0.15% hits. AID 652197, 2013;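 active = mean replicate inhibition of at least 30%, or all replicates individually reaching that 30% level; inactive = mean below 30% and not every replicate reaching it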;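 also: 0% = neutral control wells and 100% = L-leucinethiol positive control wells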
PGC1a acetyl inh – inhibitors of PGC1a acetylation signal, primary screen, cell-based, U2OS, AlphaScreen, inhibitor mode; 350,000 compounds, 0.17% hits; AID 651687, 2012; inhibition, % at 15.6 µM; AlphaScreen anti-acetyl-lysine; with virally co-expressed GCN5 acetyltransferase;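 active = every replicate shows inhibition of at least 40%; inconclusive = mean inhibition at least 40% but some replicate below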;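 also: 0% = neutral control wells and 100% = positive control wells; some results beyond the cut were filed as inactive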
Active calls of the source: *; i = inactive; ? = inconclusive; · = not tested or not shown; & = joins results of further samples; [ ] = remark or other dose.

Each structure is followed by: RAD54 branch	E-sel inducer	RAD52 anneal inh	miR122 inh	PglD inh	ERAP1 HTS inh	Cneo AK release	PGC1a acetyl inh
CCCNC(=O)[C@@H]1[C@@H](CO)[C@@H]2Cn3c(cccc3=O)[C@@H]2N1CC
  ·	-0.2	-19	·	·	-2	·	2
COc1ccc(CC(C)NC2CCCCCC2)cc1 (configuration not stated)
  6	0.8	-6	3	1	1	-3	-18
CC[N+]12CCC(CC1)C(C(O)(c1ccccc1)c1ccccc1)C2 (configuration not stated)
  -12	·	-6	-4	-4	-1	4	11
CCN1C[C@]2(CO)CC[C@H](OC)[C@@]34C5C[C@H]6[C@H](OC)C5[C@](O)(C[C@H]6OC)[C@@](O)(C(OC)C23)[C@@H]14 (some centres not stated)
  -3	·	·	-13	-4	·	0	-7
COc1ccc(C(=O)C2CCCN(Cc3cccc(C)n3)C2)c(OC)c1 (configuration not stated)
  -2	0.1	-12	6	-1	2	-8	-1
CN1C2CCC1CC(OC(=O)c1cccc(O)c1)C2 (configuration not stated)
  6	·	-6	2	0	2	-3	-1
CNC(=O)NC(O)C(Cl)(Cl)Cl (configuration not stated)
  5	·	-9	-6	-1	4	3	·
COC(=O)[C@H]1[C@H](CO)[C@H]2Cn3c(ccc(-c4ccccc4)c3=O)[C@@H]1N2CC1CC1
  -2	0.2	-1	-2[16.7 µM]	0	-2	0	·
Cc1ccc2c(c1)CC1(CN2C)C(=O)NC(=O)N(c2cc(C)ccc2C)C1=O (configuration not stated)
  -8	·	·	-4	3	·	3	0
COC(=O)C1=C(c2ccc(Cl)c(C(F)(F)F)c2)C[C@@H]2CC[C@H]1N2C(=O)N1CCC(C)CC1
  13	·	·	2	-1	·	-4	34
CC(C)c1ccc(O)c(CN2CCN(c3ccccc3)CC2)c1
  16	·	·	0	·	·	-3	0
COc1cc(C)c(CN2CC=C(c3ccc(F)cc3)CC2)cc1C
  -1	-0.2	4	-3	1	2	2	-3
Cc1ccc(NP(=O)(Oc2ccccc2)Oc2ccccc2)cc1
  -7	·	-8	5	2	-2	-1	1
O=C(c1ccc(Cl)cc1)N1CCC2(CC1)OCCO2
  -11	·	-19	-2	-5	-2	-6	-3
O=C(Cc1ccccn1)N1CCCCN2[C@H](CO)[C@@H](c3ccc(Br)cc3)[C@@H]2C1
  -3	-0.1	-19	11[16.7 µM]	7	-3	3	12
OCC1(CO)COC(c2cccnc2)N1 (configuration not stated)
  -2	·	·	2	-1	·	0	·
NC1(C(=O)O)CCCc2ccc(N(CCCl)CCCl)cc21 (configuration not stated)
  3	-0.1	61*	-7	-4	1	0	3
COC(=O)[C@@H]1[C@@H](CO)[C@@H]2Cn3c(ccc(-c4ccccc4F)c3=O)[C@H]1N2
  0	-0.4	-17	·	-3	-3	1	·
CCCOP(=O)(O)c1c([N+](=O)[O-])cc(C(F)(F)F)cc1[N+](=O)[O-] (tested in a mixture with another compound)
  -5	·	-11	0	0	-3	0	5
COc1cccc(C(=O)C2CCCN(Cc3ccc4nsnc4c3)C2)c1 (configuration not stated)
  6	-0.1	-64	0	-1	-4	0	5
N#Cc1cccc(-c2ccc([C@@H]3[C@@H](CO)N4CCCCN(C(=O)Cc5ccccc5)C[C@@H]34)cc2)c1
  3	-0.4	-49	-12[16.7 µM]	2	-3	1	8
CCOC(=O)CNC(=O)N1Cc2ccc(Br)cc2-n2nncc2C1
  1	-0.1	20	3	6	2	4	?
COc1cccc(C(=O)C2CCCN(Cc3ccc(F)cc3)C2)c1 (configuration not stated)
  -9	·	-17	4	-1	-1	0	11
ON1C2CCCCC2N(O)C1c1ccccc1 (configuration not stated)
  6	·	-9	-3	-5	11	1	-13
CCOC(=O)c1ccc(N=C(c2ccccc2)c2c(O)n(C)c(=O)n(C)c2=O)cc1
  -16	0.0	-6	-3	6	4	-1	1
CC1CN(O)C2CCc3nonc3C12O (configuration not stated)
  -4	·	·	7	7	·	-4	-7
CC(C)c1ccc(OCC(=O)N2CCN(C)CC2)c(Br)c1
  0	·	·	14	-2	·	-1	10
COc1ccc(OCC(=O)N2CCN(Cc3c[nH]c4ccccc34)CC2)cc1
  -9	·	·	-3	7	·	0	-11
CC(=O)OC1C2CCCC1C(N1CCCC1)CC2 (configuration not stated)
  2&1	·	·	-1&-2	-1&0	·	1&0	14&-17
CN1C(=O)c2ccccc2NC(=O)[C@]12O[C@@H]2c1ccccc1
  3	·	2	-2	-4	-2	-1	12
CC(=O)/C=C/c1ccccc1
  -9	·	1	-13	-9	-1	3	3
CCc1ccc(-c2nn(Cc3ccccc3)cc2C=O)cc1
  3	1.0	2	-3	-10	-1	-5	-13
O=c1[nH]c(=S)[nH]c(O)c1/C=N/N1CCOCC1
  4	·	-23	-4	1	1	4	-12
CN1C(=O)C(=Cc2ccccc2OCc2ccc(C(=O)O)cc2)C(=O)N(C)C1=O
  -3	·	-23	0	1	-16	2	2
COc1ccc(CCn2c(O)c(C=NC3CC3)c(=O)[nH]c2=O)cc1OC
  -1	·	·	5	-5	·	-1	10
CCCN1[C@@H]2c3ccc(-c4ccc(OC)cc4)c(=O)n3C[C@H]1[C@H](CO)[C@H]2C(=O)OC
  10	0.0	0	2[16.7 µM]	-1	0	-5	·
Cc1nc2ccccn2c1P(=S)(N1CCCCC1)N1CCCCC1
  -4	·	·	-3	4	·	8	-7
COC(=O)C(O)(c1c(C)[nH]c2ccccc12)C(F)(F)F (configuration not stated)
  -3	·	·	7	-2	·	-1	-25
O=C(N/N=C/c1c(O)n(Cc2ccc(F)cc2)c(=O)[nH]c1=O)c1ccccc1
  -3	1.2	-96	-3	-5	-1	1	-7
CCOc1ccc(-n2c(O)c(C=NCCN(CC)CC)c(=O)[nH]c2=O)cc1
  -2	·	·	-6	-2	·	1	5

Structural class: the compounds so far containing a COOH group
Each structure is followed by: RAD54 branch	E-sel inducer	RAD52 anneal inh	miR122 inh	PglD inh	ERAP1 HTS inh	Cneo AK release	PGC1a acetyl inh
NC1(C(=O)O)CCCc2ccc(N(CCCl)CCCl)cc21 (configuration not stated)
  3	-0.1	61*	-7	-4	1	0	3
CN1C(=O)C(=Cc2ccccc2OCc2ccc(C(=O)O)cc2)C(=O)N(C)C1=O
  -3	·	-23	0	1	-16	2	2

Next compounds follow:
Each structure is followed by: RAD54 branch	E-sel inducer	RAD52 anneal inh	miR122 inh	PglD inh	ERAP1 HTS inh	Cneo AK release	PGC1a acetyl inh
OC12Oc3ccccc3C=C1N1CCC2CC1 (configuration not stated)
  1	·	·	4	1	·	0	-1
Cc1cccc(C)c1-n1nnnc1C(c1cc2ccccc2o1)N1CCC(n2c(=O)[nH]c3ccccc32)CC1 (configuration not stated)
  -1	1.3	-14	-4	-2	·	1	0
Cc1cccc(C#N)c1
  -6	·	0	1	0	0	-2	9
COC(=O)C1=C(c2ccc(F)cc2OCc2ccccc2)C[C@@H]2CC[C@H]1N2C(=O)NCc1ccc(Br)cc1
  -1	-0.1	-1	-2	-3	-1	0	-21
Cc1cccc(OCC(=O)N2CCN(Cc3ccc4c(c3)OCO4)CC2)c1
  -2	·	-20	-5	2	8	0	-11
O=c1cccc2n1CC1CC2CN(c2nc(N3CCCCC3)nc(N3CCCCC3)n2)C1 (configuration not stated)
  ·	-0.1	8	·	·	1	·	3
Cn1c(=O)cc(OCCCC(=O)N2CCC3(CC2)OCCO3)c2ccccc21
  -3	·	·	-5	1	·	-2	-11
CCC1CCC(C)N(N=O)C1 (configuration not stated)
  ·	-0.4	-4	-6	·	2	·	4
N#Cc1ccc(-c2ccc([C@@H]3[C@@H](CO)N4CCCCN(C(=O)Cc5ccccc5)C[C@H]34)cc2)cc1
  -9	-0.3	-9	-1[16.7 µM]	3	-2	-1	2
CCN(CC)c1ccc(CNCCc2ccc(F)cc2)cc1
  ·	5.7	5	4	·	1	·	3

Gathered by group, the compounds so far containing a Cl atom.
Each structure is followed by: RAD54 branch	E-sel inducer	RAD52 anneal inh	miR122 inh	PglD inh	ERAP1 HTS inh	Cneo AK release	PGC1a acetyl inh
CNC(=O)NC(O)C(Cl)(Cl)Cl (configuration not stated)
  5	·	-9	-6	-1	4	3	·
COC(=O)C1=C(c2ccc(Cl)c(C(F)(F)F)c2)C[C@@H]2CC[C@H]1N2C(=O)N1CCC(C)CC1
  13	·	·	2	-1	·	-4	34
O=C(c1ccc(Cl)cc1)N1CCC2(CC1)OCCO2
  -11	·	-19	-2	-5	-2	-6	-3
NC1(C(=O)O)CCCc2ccc(N(CCCl)CCCl)cc21 (configuration not stated)
  3	-0.1	61*	-7	-4	1	0	3

Next section.
Each structure is followed by: RAD54 branch	E-sel inducer	RAD52 anneal inh	miR122 inh	PglD inh	ERAP1 HTS inh	Cneo AK release	PGC1a acetyl inh
COc1cc2c(c(OC)c1OC)-c1ccc(O)c(=O)cc1[C@@H](N)CC2
  7	·	46	-4	2	2	3	-5
C=CCn1c(O)c(C(C)=NCC2CCCO2)c(=O)[nH]c1=O (configuration not stated)
  -12	·	-16	-7	0	·	-1	-4
CC1CCCC(C2(O)C(=O)Nc3ccccc32)C1=O (configuration not stated)
  0	·	·	8	-1	·	0	-7
CCOC(=O)[C@@]1(C#N)C(c2ccc(Cl)c(Cl)c2)[C@H](C(N)=O)N2C=C(C(C)=O)C=C[C@H]21 (some centres not stated)
  -5	·	·	-1	3	·	-1	3
Cc1cc(OCC(=O)NC(Cc2ccc(Cl)cc2)C(=O)O)c2c3c(c(=O)oc2c1)CCC3 (configuration not stated)
  -14	·	-8	2	-3	4	0	12
O=C1NCN(c2ccccc2)C12CCN(C(c1nnnn1Cc1ccccc1)C1CC1)CC2 (configuration not stated)
  -1	0.1	-13	2	0	0	11	-21
Cc1ccc2c(C)cccc2c1
  -15	·	-3	·	0	4	2	-8
COc1ccc(NC(=O)N2CCC3(CC2)OCCO3)cc1OC
  -5	·	·	1	-1	·	3	-14
CCCCCCn1c(=O)c(C(=O)Nc2nc(CC(=O)OCC)cs2)c(O)c2ccccc21
  ·	-0.4	-1	·	·	-4	·	-4
Cc1cc(C)cc(NC(=S)NC2CC3CCCC(C2)N3Cc2cccs2)c1 (configuration not stated)
  10	·	-16	-1	-5	0	-2	10
Cc1ccc(N2C(=O)NC(=O)/C(=C/c3ccoc3)C2=O)cc1
  ·	7.6	i	·	·	1	·	?

Bioassay records (PubChem BioAssay)

Only part of the results is shown; the hit share may differ from the screen's.
